SKKanGAS inh: SKKanGAS growth inhibition; S. pyogenes SKKanGAS, kanamycin growth, BacTiter-Glo, 6 h; 300,000 compounds, 1.3% hits; inhibition, % at 7.5 µM;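 active means mean replicate score, as percent of positive control median, at least 50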;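 further: strain carries kanamycin resistance gene driven by streptokinase promoter and grows in 40 µg/ml kanamycin; loss of luminescence reflects streptokinase promoter inhibition or plain growth inhibition; 0% = median of DMSO wells and 100% = positive control at its reference dose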
MrgX1 antag: human MrgX1 receptor antagonism, primary screen. Q96LB2. MRGX1-HEK293 calcium flux, Fluo-4, BAM8-22 antagonism; active compounds read low. B-score at 10 µM. 310,000 compounds, 1.3% hits;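 active means calcium-response B-score plate-corrected more than 3 library SD below zero, starting fluorescence within 5 deviations, no agonist response on first addition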;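 further: peak minus trough fluorescence over baseline after final BAM8-22 challenge near maximal dose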
Target sequence (Q96LB2 whole entry, looked up): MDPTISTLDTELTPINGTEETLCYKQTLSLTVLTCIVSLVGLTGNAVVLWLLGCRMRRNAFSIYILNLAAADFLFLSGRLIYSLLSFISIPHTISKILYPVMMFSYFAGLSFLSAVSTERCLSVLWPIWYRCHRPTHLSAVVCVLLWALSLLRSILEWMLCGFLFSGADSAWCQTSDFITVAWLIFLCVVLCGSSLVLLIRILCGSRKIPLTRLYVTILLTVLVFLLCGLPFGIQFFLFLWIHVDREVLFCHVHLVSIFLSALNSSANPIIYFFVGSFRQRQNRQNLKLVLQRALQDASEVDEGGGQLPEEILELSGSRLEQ
MrgX1 PAM: human MrgX1 positive allosteric modulation, primary screen; B-score at 10 µM; 310,000 compounds, 0.63% hits; MrgX1-HEK293, Fluo-4 calcium flux, FDSS; active compounds read high;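 active means plate-corrected calcium response at least 3 library SD above typical, normal starting fluorescence, not activating the receptor alone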;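 further: compound read alongside a low EC10 to EC30 dose of BAM8-22 agonist; peak minus trough fluorescence over baseline measured at the second addition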
TRPC4 act: activators of mouse TRPC4 channel; B-score at 10 µM; AID 2237; 310,000 compounds, 0.49% hits; Q9QUQ5; HEK293 TRPC4beta/mu-opioid, Fluo4 calcium fluorescence; active compounds read high;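 active means B-score above 5 SD of library B-scores, and initial fluorescence ratio not above library mean plus 5 SD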;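 further: positive B-score marks a calcium rise read as TRPC4 activation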
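System – HEK293 cells stably co-expressing mouse TRPC4beta and mu-opioid receptor · Signal – Fluo4 calcium-sensitive dye fluorescence, kinetic, 1 Hz baseline · Benchmarks – buffer (low) and maximal DAMGO (high) · Read-out – B score of integrated fluorescence ratio per well · Incubation – dye loading 45 min room temperature, 110 s kinetic read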
TRPC6 inh: mouse TRPC6 channel inhibition; Q61143; HEK293-TRPC6, membrane potential dye, ACh-evoked depolarization; active compounds read low; B-score at 10 µM; 310,000 compounds, 1.1% hits; AID 2553;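 active means B-score under library mean minus 3 SD, initial fluorescence not abnormally high, positive integrated signal ratio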;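 further: B-score derived from integrated fluorescence ratio over the kinetic read; more negative B-score means stronger inhibition of depolarization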
TRPC4 block: inhibitors of mouse TRPC4 channel. HEK293 TRPC4beta/mu-opioid, DAMGO-evoked Fluo4 calcium flux; active compounds read low. B-score at 10 µM. 300,000 compounds, 0.39% hits;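 active means B-score over 3 SD under the library average, no early fluorescence shift, positive overall ratio signal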
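System: stable TRPC4beta/mu-opioid receptor HEK293 cells; Dosing: single-point compound dosing; Measured by: Fluo4 Ca2+ flux fluorescence; Read-out basis: per-well B score of integrated baseline-normalized Fluo4 ratio.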
TRPC6 act: mouse TRPC6 channel activation | 310,000 compounds, 0.13% hits | HEK293-TRPC6 membrane potential dye fluorescence; active compounds read high | AID 2550 | B-score at 10 µM;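 active means B-score of the integrated fluorescence ratio above library mean plus 3 SD, and starting fluorescence ratio within library mean plus 5 SD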;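 further: higher score means more depolarization so channel activation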
TRPC4 PAM: allosterically enhances the mouse TRPC4 cation channel; HEK293 TRPC4beta/mu-opioid, DAMGO EC20, Fluo-4 Ca2+ flux; active compounds read high; B-score at 10 µM; 310,000 compounds, 0.42% hits; AID 2227;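 active means B-score of calcium response area above 5 SD of library B-scores, with initial fluorescence ratio within 5 SD of library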;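 further: B-score of integrated fluorescence ratio over time as area under calcium response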
ANO1 block: mouse TMEM16A channel inhibition, primary screen | HEK293 TMEM16A/YFP iodide influx fluorescence, ionomycin | Q8BHY3 | 310,000 compounds, 1.2% hits | normalized B-score (activity score, 25-100; higher = stronger inhibition) at 10 µM;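 active means ratio plate-corrected score three or more library SD toward inhibition, starting fluorescence score within five deviations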;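 further: score derived from kinetic fluorescence span divided by baseline fluorescence per well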
TMEM16A act: mouse TMEM16A channel activation, primary screen; Q8BHY3; HEK293 TMEM16A/YFP-H148Q/I152L, iodide quench fluorescence; active compounds read low; B-score at 10 µM; 340,000 compounds, 0.3% hits;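 active means fluorescence-ratio B-score plate-corrected deviation score at least 3 library SD below zero, with starting fluorescence score within 5 deviations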;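 further: channel opened by trigger with iodide after compound preincubation; score built on the fluorescence ratio of max minus min over baseline; more negative score means more quench and so TMEM16A activation or potentiation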
MrgX1 ag: agonists of human MrgX1 receptor; 310,000 compounds, 0.44% hits; MrgX1-HEK293 cells, Fluo-4 calcium fluorescence, agonist mode; active compounds read high; Q96LB2; B-score at 10 µM;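 active means calcium response B-score plate-corrected fluorescence ratio at least 3 library SD, with starting fluorescence B-score inside 5 SD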
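Material: HEK293 cells stably expressing human MrgX1 receptor | Quantity: 15,000 cells per well | Times: Cells plated overnight, dye loaded 0.5 h 37 °C, 0.5 h room temperature | Measured by: Kinetic Fluo-4 NW fluorescence of intracellular calcium | Control set: Positive and negative controls per plate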
Numbers without * were called inactive; i = inactive; . = no result given.

SMILES	SKKanGAS inh	MrgX1 antag	MrgX1 PAM	TRPC4 act	TRPC6 inh	TRPC4 block	TRPC6 act	TRPC4 PAM	ANO1 block	TMEM16A act	MrgX1 ag
O=C(Cc1c(F)cccc1Cl)Nc1cccc(S(=O)(=O)NC2=NCCCCC2)c1	30	i	i	i	i	i	i	i	i	i	i
O=C(NNC(=O)c1cc(C(F)(F)F)cc(C(F)(F)F)c1)c1ccc(Cl)cc1	-2	i	i	i	i	i	i	i	i	i	i
Cc1ccc2ccc3ccc(C)nc3c2n1	15	i	i	i	i	i	i	i	i	i	i
CCc1ccc(-c2ccc3nnc(SC)n3n2)cc1	12	i	i	i	i	i	i	i	i	i	i
COc1ccc(C2=NN(C(=O)C(O)c3ccccc3)C(O)(C(F)(F)F)C2)cc1 (stereo unspecified)	-4	i	i	i	i	i	i	i	i	i	29*
COc1ccc(/C=C/C(=O)OCC(=O)Nc2ccc(Cl)cc2F)cc1S(=O)(=O)N1CCOCC1	5	i	i	i	i	i	i	i	i	i	i
O=c1[nH]c(N2CCOCC2)nc2ccccc12	-1	i	i	i	i	i	i	i	i	i	i
COCCn1c(-c2ccc(OC)cc2)nc2ccccc21	2	i	i	i	i	i	i	i	i	i	i
CC(=O)Nc1ccc(OCC(O)Cn2nc(C)nc2C)cc1 (stereo unspecified)	-2	i	i	i	i	i	i	i	i	i	i
CCSc1nnc(NC(=O)CSc2c(Cl)cccc2Cl)s1	15	i	i	i	i	i	i	i	i	i	i
COC(=O)c1sc2nc(SCC(=O)N(C)c3ccccc3)n(N)c(=O)c2c1C	5	i	i	i	i	i	i	i	i	i	i
O=C(Nc1ccccc1F)Nc1ccccc1F	-5	i	7.2*	i	i	i	i	i	i	i	i
CC(C)CNC(=S)NC1CC2CCCC(C1)N2Cc1ccco1 (stereo unspecified)	5	i	i	i	i	i	i	i	i	i	i
CN(CCCCCCN(C)Cc1ccccc1O)Cc1ccccc1O	2	i	i	i	i	i	i	i	i	i	i
COC(=O)c1cn(NC(=O)Cc2cccc(C(F)(F)F)c2)c(=O)c2ccccc12	6	i	i	i	i	i	i	i	i	i	i
CCn1nc(C)c(CNC(=O)c2cc(COc3cncc(Cl)c3)on2)c1C	-1	i	i	i	i	i	i	i	i	i	i
COc1ccc(-c2cc(C#N)nc(Cl)n2)cc1	36	i	i	i	i	i	i	i	i	i	i
Cc1ccc(N(Cc2ccccc2)C(=O)c2cccc(F)c2)cc1	10	i	i	i	i	i	i	i	i	i	i
CCOc1ccc(C2=Nn3c(nnc3-c3ccccc3)SC2)cc1Cl	-5	i	i	i	i	i	i	i	i	i	i
Cc1ccc2nc(C3CCN(CC(=O)Nc4ccc5c(c4)OCCO5)CC3)[nH]c2c1	3	i	i	i	i	i	i	i	i	i	i
CCS(=O)(=O)CCSc1nc2ccccc2o1	2	i	i	i	i	i	i	i	i	i	i
COc1ccc(CNc2nc3ccccc3n2C)c(OC)c1	-1	i	i	i	i	i	i	i	i	i	i
COc1ccc(OC(=O)Cc2cccc3ccccc23)cc1	8	i	i	i	i	i	i	i	i	i	i
CCc1ccccc1NC(=O)NCc1ccc2c(c1)OCO2	14	i	i	i	i	i	i	i	i	i	i
O=C(CN(CC(=O)N1CCOCC1)S(=O)(=O)c1ccc(Br)s1)N1CCOCC1	-17	i	i	i	i	i	i	i	i	i	i
CC(=O)Nc1ccc2c(c1)nc(C)n2Cc1ccccc1	-4	i	i	i	i	i	i	i	i	i	i
COCCNC(=S)N1CCc2cc(OC)c(OC)cc2C1c1cccs1 (stereo unspecified)	4	i	i	i	i	i	i	i	i	i	i
CCOC(=O)c1sc(NC(=O)CN2CC(C)OC(C)C2)nc1C (stereo unspecified)	-2	i	i	i	i	i	i	i	i	i	i
O=C(NCc1ccco1)c1ccc(=O)[nH]n1	0	i	i	i	i	i	i	i	i	i	i
Cc1ccc(S(=O)(=O)CCSc2ccc(C(F)(F)F)cn2)cc1	15	i	i	i	i	i	i	i	i	i	i
COc1ccccc1C(=O)Nc1ccccc1C(=O)NC1CCCCC1	6	i	i	i	i	i	i	i	i	i	i
O=C1CC(C(=O)Nc2nccs2)C(c2ccccc2)O1 (stereo unspecified)	0	-6.3*	i	i	i	i	i	i	i	i	i
Cc1cc(C)c2c(-n3cccc3)c(C(=O)NNS(=O)(=O)c3ccc(Br)cc3)sc2n1	59*	i	i	i	i	i	i	i	i	i	i
Cc1c(C(=O)/C=C/N(C)C)nnn1-c1ccc(Cl)c(Cl)c1	11	i	i	i	i	i	i	i	i	i	i
COc1ccc(/C=C\c2nc(O)c([N+](=O)[O-])c(=O)[nH]2)cc1O	2	i	i	i	i	i	i	i	i	i	i
COc1cccc(CC(NC(C)=O)C(=O)NC2CCN(S(=O)(=O)c3ccc(NC(C)=O)cc3)CC2)c1OC (stereo unspecified)	4	i	i	i	i	i	i	i	i	i	i
NCCCCCc1nnc(SCc2ccc(Cl)cc2Cl)o1	4	i	i	i	-6.2*	i	i	i	i	i	i
COc1cccc(C(=O)N(Cc2cccs2)C2CCS(=O)(=O)C2)c1 (stereo unspecified)	0	i	i	i	i	i	i	i	i	i	i
C=CCOc1c2ccc(C(=O)N(CC)c3ccc(OC)cc3)cc2nn1C	-1	i	i	i	i	i	i	i	i	i	i
O=C(CSc1nnc(C2CC2)n1CC1CCCO1)Nc1ccccc1Cl (stereo unspecified)	11	i	i	i	i	i	i	i	i	i	i

Sorted by SMILES length (falling): 3 of the compounds above.
SMILES	SKKanGAS inh	MrgX1 antag	MrgX1 PAM	TRPC4 act	TRPC6 inh	TRPC4 block	TRPC6 act	TRPC4 PAM	ANO1 block	TMEM16A act	MrgX1 ag
COc1ccccc1C(=O)Nc1ccccc1C(=O)NC1CCCCC1	6	i	i	i	i	i	i	i	i	i	i
CC(=O)Nc1ccc2c(c1)nc(C)n2Cc1ccccc1	-4	i	i	i	i	i	i	i	i	i	i
COc1ccc(CNc2nc3ccccc3n2C)c(OC)c1	-1	i	i	i	i	i	i	i	i	i	i

More entries follow:
SMILES	SKKanGAS inh	MrgX1 antag	MrgX1 PAM	TRPC4 act	TRPC6 inh	TRPC4 block	TRPC6 act	TRPC4 PAM	ANO1 block	TMEM16A act	MrgX1 ag
Cc1nc2ccc3nc(NC(=O)C4COc5ccccc5O4)sc3c2s1 (stereo unspecified)	20	i	8.1*	i	i	i	i	i	i	i	i
Cn1nnc(NC(=S)NC(=O)c2ccco2)n1	-9	i	i	i	i	i	i	i	i	i	i
CCOC(=O)c1cc(CC)sc1/N=C/c1c(O)ccc2ccccc12	0	i	i	i	i	i	i	i	i	i	i
O=S(=O)(c1ccc(Br)cc1)N1CCC(c2nc3ccccc3[nH]2)CC1	18	i	i	i	i	i	i	i	i	i	i
Nc1nc(Br)c2c(F)cccc2c1-c1ccc(F)cc1	5	i	i	i	i	i	i	i	i	i	i
COC(=O)c1ccccc1NC(=O)c1ccc(-c2ccc(Br)cc2)o1	-12	i	i	i	i	i	i	i	i	i	i
CCN(NC(=O)C(O)(c1ccc(F)cc1)c1ccc(F)cc1)C(=O)c1ccccc1	1	-5.8*	i	i	i	i	i	i	i	i	i
C#CCOCCOCCOCCNc1nc(N2CCN(C(=O)[C@H]([C@@H](C)CC)n3cc([C@@H](N)Cc4ccc(O)cc4)nn3)CC2)nc(N2CCN(C(=O)[C@H]([C@@H](C)CC)n3cc([C@@H](N)Cc4ccc(O)cc4)nn3)CC2)n1	-11	i	i	i	-6*	i	i	i	i	i	i
CNC(=S)N(Cc1cc2cc(OC)c(OC)cc2[nH]c1=O)C1CCCC1	-6	i	i	i	i	i	i	i	i	i	i
CCCCNS(=O)(=O)c1ccc(NC(=O)Cc2ccc(OC)cc2)cc1	.	i	i	i	i	i	i	i	i	i	i
COc1ccccc1OCc1ccc(C(=O)N2CCN3CCCC3C2)cc1 (stereo unspecified)	-2	i	i	i	i	i	i	i	i	i	i
COc1ccc(NC(=O)COC(=O)c2ccccc2SCC(=O)N2CCCC2)cc1	-6	i	i	i	i	i	i	i	i	i	i
CCCCN1CC(C(=O)NCc2ccc(C)cc2)CC1=O (stereo unspecified)	-2	i	i	i	i	i	i	i	i	i	i
CN(C)S(=O)(=O)c1ccc(Cl)c(C(=O)NCc2ccco2)c1	-5	i	i	i	i	i	i	i	i	i	i
CCOC(=O)c1sc(NC(=O)CCN2CCN(C)CC2)c(C(=O)OCC)c1C	-2	i	i	i	i	i	i	i	i	i	i
Cc1ccc(S(=O)(=O)N2CCOCC2)cc1NC(=O)CNC1CCCC1	-5	i	i	i	i	i	i	i	i	i	i
COc1ccc(/C=N/Nc2nonc2N)cc1OC	8	i	i	i	i	i	i	i	i	i	i
O=S(=O)(Nc1nc2ccccc2nc1N1CCN(c2ccccc2)CC1)c1ccc(F)cc1	1	i	i	i	i	i	i	i	i	i	i
C=CCN1C(=O)c2ccccc2C1(O)Cc1ccccc1 (stereo unspecified)	-2	i	i	i	i	i	i	i	i	i	i
Cc1ccc(S(=O)(=O)N2CCN(C(=O)CC(C)C)CC2)cc1	2	i	i	i	i	i	i	i	i	i	i
COc1ccc(C(=O)Nc2ccc(S(=O)(=O)N3CCCC3)cc2)cc1[N+](=O)[O-]	-1	i	i	i	i	i	i	i	i	i	i
CCOC(=O)[C@@H]1[C@H]2COc3ccccc3[C@@H]2N2C(=O)N(c3cccc(Cl)c3)C(=O)[C@@]12C	7	i	i	i	i	i	i	i	i	i	i
COc1ccc(NC(=O)Cn2nnc(C(=O)NCc3cccs3)c2N)c(OC)c1	0	i	i	i	i	i	i	i	i	i	i
Nc1c(C(=O)N2CCOCC2)oc2ccccc12	-2	i	i	i	-5.4*	i	i	i	i	i	i
CCOP(=O)(OCC)/C(=N/OC(=O)c1ccc(Cl)cc1Cl)C(N)=O	-10	i	i	i	i	i	i	i	i	i	i
CCOP(=O)(OCC)C(C)(C)NC(=O)Nc1ccc(Cl)c(Cl)c1	-5	i	i	i	i	i	i	i	i	i	i
Cc1cccc(C)c1NC(=S)N/N=C/c1ccc(C(=O)O)cc1	-6	i	i	i	i	i	i	i	i	i	i
O=C(COc1cccnc1[N+](=O)[O-])N1CCc2ccccc2C1	6	i	i	i	i	i	i	i	i	i	i
O=C(Nc1cccc(Br)c1)c1ccc2snnc2c1	-4	i	i	i	i	i	i	i	i	i	i

From PubChem BioAssay
